Sm TGR block: blocks Schistosoma mansoni thioredoxin glutathione reductase; purified TGR, DTNB reduction, TNB absorbance 405 nm; 3% of 360,000 active; Potency, µM (series often up to 114 µM), inactives show top-dose activity change, negative = inhibition, actives largely listed as inhibitors; Q962Y6; also: potency is read from the fitted curve at half-maximal effect; % is scaled to controls: 0 for no effect and ±100 for the full control effect; nearly all actives have a fitted effect of over 60% in size
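First, TGR (20 nM dispensed) and NADPH were mixed with compound. Second, a 15 min room-temperature incubation followed. Third, further NADPH and then DTNB were added to start the reaction. Finally, TNB absorbance was monitored kinetically.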
Cycloheximide cs: affects cycloheximide protein synthesis inhibition readout, counter-screen. cell reporter, cycloheximide protein synthesis inhibition counterscreen. max response, %. 12% of 300,000 active; in the data active = max response mostly above about 13%, no sharp cut-off; inactive = mostly below about 14%; also: read at 38.3 µM for the half of the compounds with a filed dose; 0% is about no effect
Pf growth 96h: inhibits malaria parasite growth, 96 h | AID 504834 | Potency, µM (highest dose often 28.7 µM), for the others: at the highest dose activity change, negative = inhibition, hits mostly inhibitors | P. falciparum luciferase reporter growth, 96 h | 6.9% of 320,000 active; also: potency is read from the fitted curve at half-maximal effect; % is scaled to controls: 0 for no effect and ±100 for the full control effect
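Plates of compound plus infected erythrocytes (2% hematocrit, 0.05% parasitemia final) incubate 96 hours, 37 C, 5% CO2. Detection reagent added; reduced luminescence from the parasites' luciferase reporter flags inhibition.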
Pf growth 48h: inhibits P. falciparum growth in the first generation, 48 h. P. falciparum luciferase growth in erythrocytes, 48 h. Potency, µM (titrated, usually from 28.7 µM), inactives show at the highest dose activity change, negative = inhibition, hits mostly inhibitors. 5.9% of 310,000 active; also: potency is read from the fitted curve at half-maximal effect; % is scaled to controls: 0 for no effect and ±100 for the full control effect
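Compounds are pin-transferred into medium, infected erythrocytes (2% hematocrit, 0.1% parasitemia final) are added, and plates sit one parasite generation at 37 C in 5% CO2. Detection reagent is then added and luminescence measured.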
FBPA Giardia inh: Giardia lamblia aldolase inhibition. purified Giardia FBPA. Potency, µM (top dose mostly 59.6 µM), for inactives: at the highest dose activity, negative = inhibition, hits mostly inhibitors. 0.71% of 290,000 active. AID 2451; also: potency is read from the fitted curve at half-maximal effect; % is scaled to controls: 0 for no effect and ±100 for the full control effect; nearly all actives have a fitted effect of over 55% in size
Target sequence (A8B2U2 whole entry, looked up): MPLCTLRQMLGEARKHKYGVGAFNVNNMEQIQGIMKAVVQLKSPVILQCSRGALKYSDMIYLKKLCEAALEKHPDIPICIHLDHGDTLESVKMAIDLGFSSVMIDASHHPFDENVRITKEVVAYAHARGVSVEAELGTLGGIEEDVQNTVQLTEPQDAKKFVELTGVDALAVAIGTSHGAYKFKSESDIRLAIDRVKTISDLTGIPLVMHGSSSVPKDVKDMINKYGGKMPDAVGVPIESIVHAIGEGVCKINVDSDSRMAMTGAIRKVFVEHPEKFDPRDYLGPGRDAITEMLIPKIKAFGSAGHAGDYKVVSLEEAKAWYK
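Giardia FBPA (40 nM reagent) was preincubated 10 min at RT with compound (up to 57.5 uM final), then substrate plus GAPDH/TPI/NAD/arsenate coupling system with diaphorase/resazurin was added; resorufin fluorescence (525/598 nm) was read after 20 min.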
Shiga toxin inh: Shiga toxin inhibition; Vero cells, Shiga toxin protein synthesis inhibition reporter; inhibition, % at 38.7 µM; 9.2% of 290,000 active; AID 2315; in the data active = inhibition mostly above about 28%, no sharp cut-off; inactive = mostly below about 43%; also: 0% is about no effect
Active calls of the source: *; u = inconclusive; x = not tested or not shown; [ ] = remark or other dose. Unless noted, calls follow the shape of the dose curve; as a rule, active = well fitted curve in the direction sought with a large enough effect; inconclusive = small, poorly fitted or top-dose-only effect, or another doubt; inactive = no such curve, though single readings can be large; an effect the other way counts as inactive or inconclusive. Compounds were not picked by outcome. Share with any hit: about 24%.

SMILES	Sm TGR block	Cycloheximide cs	Pf growth 96h	Pf growth 48h	FBPA Giardia inh	Shiga toxin inh
CCCCN(C(=O)CCC(=O)Nc1cc(C)on1)C(C(=O)NC1CCCC1)c1ccccc1C (configuration not stated)	-3.8%	-4.1	20.1%	u	-2.4%	-4.9
CCn1ncc(-c2csc(N)n2)c1C	6.6%	25.9*	u	95.6%[activator]	-7.4%	31.2
O=c1c(O[C@@H]2O[C@H](CO)[C@@H](O)[C@H](O)[C@H]2O)c(-c2ccc(O)cc2)oc2cc(O)cc(O)c12	x	-4.0	x	x	-11.7%	1.4
Cc1ccc2[nH]c(=O)cc(C(=O)OCC(=O)c3ccc(F)cc3)c2c1	-5.0%	-0.3	42.0%[activator]	-8.4%	3.1%	-3.8
CCCCC1=CC2=C(c3ccco3)C(=O)C(C)(OC(=O)c3ccc(OC)cc3)C(=O)C2=CN1CCOC (configuration not stated)	u	-6.1	22.4%	u	u	-7.6
O=S1(=O)C=CC(Nc2ccccc2)C1 (configuration not stated)	-27.1%	-3.6	8.2%	2.6%	2.7%	-23.7
CCC(C)(C)NC(=O)C(c1cccn1C)N(Cc1ccccc1)C(=O)Cn1nnc2ccccc21 (configuration not stated)	-8.2%	-2.6	-23.4%	-5.4%	1.0%	-7.9
O=C(CCC(=O)N1CC2C[C@@H](C1)Cn1c2cccc1=O)NCCc1ccccc1F	2.1%	2.1	3.4%	-10.1%	1.0%	-5.4
Cc1ccc(-n2nc(C(N)=O)nc2-c2ccccc2)cc1	-3.8%	-2.6	-20.6%	-15.5%	3.6%	-6.6
COCC(C)NC(=O)c1cc(OC)cc(OC)c1 (configuration not stated)	7.6%	-6.2	-23.2%	0.0%	2.0%	2.5
CSc1nc(N)cc(=O)[nH]1	3.1%	0.8	34.7%[activator]	4.4%	0.0%	-1.9
Cc1cc(C)n(-c2cc(O)c(-n3nc(C)cc3C)cc2O)n1	x	-3.5	38.1%[activator]	-9.5%	-12.7%	-4.2
CCN1C(=O)/C(=C\N2CCN(C(=O)c3ccco3)CC2)SC1=S	0.4%	8.9	u	-26.5%	-1.8%	-7.5
COc1ccccc1OCC(=O)Nc1cccc(C(=O)N2CCOCC2)c1	-9.6%	4.7	x	19.2%	2.2%	-10.1
COCCn1c(N)c(Sc2ccccc2)c(=O)[nH]c1=O	-6.3%	-6.7	5.8%	24.1%	5.5%	-16.9
CC1(C)Nc2ccccc2N(CC(=O)N2CCCCC2)C1=O	-22.9%	-5.2	x	-4.9%	0.6%	-7.4
O=C(CSc1nc2ccccc2o1)Nc1ccccc1N1CCCCCC1	2.8%	18.1	-9.5%	u	x	35.1
O=C(/C=C/c1ccco1)c1ccc(NC(=O)C23CC4CC(CC(C4)C2)C3)cc1	10µM*	8.2	u	u	-6.8%	13.0
Cc1ccc(CC2S/C(=N/N=C/c3ccco3)NC2=O)cc1 (configuration not stated)	-27.5%	-5.3	19.2%	-1.2%	1.0%	-8.9
O=C(NC1CCSc2ccccc21)c1ccccc1Cl (configuration not stated)	-1.6%	39.1*	-22.4%	-4.3%	x	37.4*
N#Cc1c(NC(=O)C2CC=CCC2C(=O)O)sc2c1CCCCCC2 (configuration not stated)	-3.1%	-5.9	-41.6%	6.9%	21.4%	10.8
Cc1ccnc(NC(=O)c2cc([N+](=O)[O-])cc([N+](=O)[O-])c2)c1	6.1%	7.4	10.7%	u	-2.9%	21.0
FC(F)(F)c1ccccc1NC(=S)NN=C1CCCCCC1	10.1%	32.9*	u	u	u	32.0
Cc1ccc(NC(=O)c2ccc(OC(=S)N3CCOCC3)cc2)cc1	2.7%	20.6	-16.6%	21.2%	0.8%	31.8
CN1CCN(Cc2c(F)cccc2Cl)CC1	-0.9%	-0.6	u	18.9%	25.1µM*	10.7

Not a retest: 18 of the compounds above.
SMILES	Sm TGR block	Cycloheximide cs	Pf growth 96h	Pf growth 48h	FBPA Giardia inh	Shiga toxin inh
CCCCN(C(=O)CCC(=O)Nc1cc(C)on1)C(C(=O)NC1CCCC1)c1ccccc1C (configuration not stated)	-3.8%	-4.1	20.1%	u	-2.4%	-4.9
CCn1ncc(-c2csc(N)n2)c1C	6.6%	25.9*	u	95.6%[activator]	-7.4%	31.2
O=c1c(O[C@@H]2O[C@H](CO)[C@@H](O)[C@H](O)[C@H]2O)c(-c2ccc(O)cc2)oc2cc(O)cc(O)c12	x	-4.0	x	x	-11.7%	1.4
Cc1ccc2[nH]c(=O)cc(C(=O)OCC(=O)c3ccc(F)cc3)c2c1	-5.0%	-0.3	42.0%[activator]	-8.4%	3.1%	-3.8
CCCCC1=CC2=C(c3ccco3)C(=O)C(C)(OC(=O)c3ccc(OC)cc3)C(=O)C2=CN1CCOC (configuration not stated)	u	-6.1	22.4%	u	u	-7.6
O=S1(=O)C=CC(Nc2ccccc2)C1 (configuration not stated)	-27.1%	-3.6	8.2%	2.6%	2.7%	-23.7
CCC(C)(C)NC(=O)C(c1cccn1C)N(Cc1ccccc1)C(=O)Cn1nnc2ccccc21 (configuration not stated)	-8.2%	-2.6	-23.4%	-5.4%	1.0%	-7.9
O=C(CCC(=O)N1CC2C[C@@H](C1)Cn1c2cccc1=O)NCCc1ccccc1F	2.1%	2.1	3.4%	-10.1%	1.0%	-5.4
Cc1ccc(-n2nc(C(N)=O)nc2-c2ccccc2)cc1	-3.8%	-2.6	-20.6%	-15.5%	3.6%	-6.6
COCC(C)NC(=O)c1cc(OC)cc(OC)c1 (configuration not stated)	7.6%	-6.2	-23.2%	0.0%	2.0%	2.5
CSc1nc(N)cc(=O)[nH]1	3.1%	0.8	34.7%[activator]	4.4%	0.0%	-1.9
Cc1cc(C)n(-c2cc(O)c(-n3nc(C)cc3C)cc2O)n1	x	-3.5	38.1%[activator]	-9.5%	-12.7%	-4.2
CCN1C(=O)/C(=C\N2CCN(C(=O)c3ccco3)CC2)SC1=S	0.4%	8.9	u	-26.5%	-1.8%	-7.5
COc1ccccc1OCC(=O)Nc1cccc(C(=O)N2CCOCC2)c1	-9.6%	4.7	x	19.2%	2.2%	-10.1
COCCn1c(N)c(Sc2ccccc2)c(=O)[nH]c1=O	-6.3%	-6.7	5.8%	24.1%	5.5%	-16.9
CC1(C)Nc2ccccc2N(CC(=O)N2CCCCC2)C1=O	-22.9%	-5.2	x	-4.9%	0.6%	-7.4
O=C(CSc1nc2ccccc2o1)Nc1ccccc1N1CCCCCC1	2.8%	18.1	-9.5%	u	x	35.1
O=C(/C=C/c1ccco1)c1ccc(NC(=O)C23CC4CC(CC(C4)C2)C3)cc1	10µM*	8.2	u	u	-6.8%	13.0

Laid out differently: entries from further up
> Cc1cc(C)n(-c2cc(O)c(-n3nc(C)cc3C)cc2O)n1
  Sm TGR block = x | Cycloheximide cs = -3.5 | Pf growth 96h = 38.1%[activator] | Pf growth 48h = -9.5% | FBPA Giardia inh = -12.7% | Shiga toxin inh = -4.2

> CCN1C(=O)/C(=C\N2CCN(C(=O)c3ccco3)CC2)SC1=S
  Sm TGR block = 0.4% | Cycloheximide cs = 8.9 | Pf growth 96h = u | Pf growth 48h = -26.5% | FBPA Giardia inh = -1.8% | Shiga toxin inh = -7.5

Next entries follow.
SMILES	Sm TGR block	Cycloheximide cs	Pf growth 96h	Pf growth 48h	FBPA Giardia inh	Shiga toxin inh
COc1cccc(-c2cc(C(=O)Nc3c(C)n(C)n(-c4ccccc4)c3=O)no2)c1	-14.6%	-1.6	x	-5.1%	3.0%	-20.1
CC(C)NC(=O)CC(=O)N/N=C/c1cccs1	-3.9%	-3.1	1.8%	u	-0.4%	-8.7
CN1C(=O)CS/C1=N\NC(=O)COc1cccc2cccnc12	5.2%	-1.6	-1.6%	16.5%	-7.6%	-4.6
O=C(COc1ccc(S(=O)(=O)N2CCOCC2)cc1)N1CCc2ccccc2C1	9.5%	-2.3	u	u	3.4%	-17.4
CC(=O)N1CC2(C)CN(C(C)=O)CC(C)(C1)C2	1.8%	-3.8	62.5%[activator]	14.3%	10.0%	-10.9
CC(C)(C)C(=O)CCN1C(=O)C2(OCCO2)c2ccccc21	-1.0%	-1.5	-12.2%	8.8%	0.3%	9.3
O=C(CN1C(=O)NC2(CCOc3ccccc32)C1=O)c1ccc(F)c(F)c1 (configuration not stated)	-2.2%	x	-19.3%	u	x	x
COc1ccc(-c2nn(-c3ccccc3)cc2C(=O)Nc2cccc(C(=O)O)c2)cc1[N+](=O)[O-]	1.4%	-0.6	23.0%	23.5%	-2.1%	-0.9
O=C(O)c1cc(N=Nc2c(O)[nH]c3ccc([N+](=O)[O-])cc23)ccc1Cl	-25.1%	-2.2	4.9%	x	-5.4%	-2.4
COCCNS(=O)(=O)c1ccc(SC)cc1	-6.4%	-0.2	x	16.7%	6.9%	15.1
Cc1ccc(/C=N/NC(=O)CNC(=O)c2ccc(S(=O)(=O)N(C)C)cc2)cc1	-1.1%	-2.2	2.2%	-23.6%	9.9%	-3.5
CC(=O)N1c2ccc(S(=O)(=O)N(C)CC(=O)NC(C)c3ccccc3)cc2CC1C (configuration not stated)	-15.5%	-1.8	9.28µM*	-12.4%	5.2%	4.4
COc1cc(/C=N/NC(=O)c2cccc([N+](=O)[O-])c2)ccc1OCc1ccc(C)cc1	9.2%	21.7*	0.0%	12.2%	1.1%	62.0*

Assay outcomes (PubChem BioAssay)
